# SIRT5 inh – inhibitors of human sirtuin-5 desuccinylase; Q9NXA8; Purified SirT5, succinyl-peptide AMC, trypsin-coupled fluorescence; inhibition, % at 15 µM; 330,000 compounds, 1.1% hits; AID 652115; in the data active = inhibition above about 15%; inconclusive = no clear call, values can overlap the other calls
# Target sequence (Q9NXA8 whole entry, looked up): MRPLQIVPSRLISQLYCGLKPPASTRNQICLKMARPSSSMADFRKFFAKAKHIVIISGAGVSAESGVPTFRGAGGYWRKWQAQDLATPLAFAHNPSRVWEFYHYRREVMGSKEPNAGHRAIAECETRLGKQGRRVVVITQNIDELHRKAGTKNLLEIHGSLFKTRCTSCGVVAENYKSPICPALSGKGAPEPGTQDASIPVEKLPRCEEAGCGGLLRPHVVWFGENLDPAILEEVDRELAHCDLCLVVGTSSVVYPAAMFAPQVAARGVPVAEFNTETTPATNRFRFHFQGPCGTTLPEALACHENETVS
# ERp5 inh – blocks human ERp5 reductase activity on insulin | ERp5 insulin aggregation, absorbance 650 nm, 90 min | inhibition, % at 9.99 µM | 350,000 compounds, 0.05% hits | Q15084;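 active = mean replicate inhibition above about 25%, with every replicate also reaching it, limit read from the data, passing the limit was not always enough; inconclusive = only one of those two criteria met; inactive = neither criterion met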
# S100A4 inh HTS – S100A4-myosin IIA interaction inhibition; P26447; S100A4/TAMRA-MyoIIA peptide fluorescence polarization; inhibition, % at 10.7 µM; 360,000 compounds, 0.14% hits; AID 652163;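 active = mean inhibition of at least 70% across replicates, with every replicate also reaching that level; inconclusive = mean inhibition reaches 70% but some replicates fall short; inactive = mean inhibition below 70%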
# Target sequence (P26447 whole entry, looked up): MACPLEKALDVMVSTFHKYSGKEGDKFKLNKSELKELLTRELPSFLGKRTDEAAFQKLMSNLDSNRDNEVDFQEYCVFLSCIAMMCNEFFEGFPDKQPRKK
#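 Material: S100A4 monomer (human). Medium: Calcium-containing HEPES buffer, pH 7.2. Probe or stimulus: labelled myosin peptide probe, 5 nM. Compound dosing: one concentration per compound. Timing: polarization read 5 min after assay mix addition, stable 5–60 min. Benchmarks: DMSO as neutral control, TFP as positive control.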
# E-sel inducer – E-selectin induction on HUVECs; AID 686992; activation, % at 7.58 µM; 260,000 compounds, 0.37% hits; P16581; HUVEC E-selectin immunofluorescence imaging; normalized: neutral wells 0, TNF-alpha wells 100;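 active = mean E-selectin-positive cell signal at least 10% of the positive control, reached in at least 60% of replicates, without over 20% cell loss; inconclusive = no rule given, readout overlaps actives, possibly toxicity-flagged; inactive = the rest, including those meeting only one limit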;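 also: in these data hits start at about 27%; measured in HUVEC primary endothelial cells; signal is the percent of cells scored E-selectin positive by PE staining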
# Target sequence (P16581 whole entry, looked up): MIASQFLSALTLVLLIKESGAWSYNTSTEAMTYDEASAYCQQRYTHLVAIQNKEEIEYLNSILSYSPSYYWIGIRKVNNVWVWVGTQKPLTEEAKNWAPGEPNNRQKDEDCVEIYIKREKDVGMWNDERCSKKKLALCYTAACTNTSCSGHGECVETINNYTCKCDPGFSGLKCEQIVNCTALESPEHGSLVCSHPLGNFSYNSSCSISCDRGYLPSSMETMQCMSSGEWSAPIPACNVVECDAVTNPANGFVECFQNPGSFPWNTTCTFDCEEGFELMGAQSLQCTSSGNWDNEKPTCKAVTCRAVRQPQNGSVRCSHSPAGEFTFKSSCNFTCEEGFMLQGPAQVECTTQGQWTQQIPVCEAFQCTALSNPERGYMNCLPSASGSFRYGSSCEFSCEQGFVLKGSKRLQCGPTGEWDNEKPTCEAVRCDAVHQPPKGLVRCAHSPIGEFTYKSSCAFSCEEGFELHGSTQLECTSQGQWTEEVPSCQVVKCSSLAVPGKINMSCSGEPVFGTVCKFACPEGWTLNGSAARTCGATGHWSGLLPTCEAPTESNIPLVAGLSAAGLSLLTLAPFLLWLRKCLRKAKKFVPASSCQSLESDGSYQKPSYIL
#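 assay system = HUVEC, human umbilical vein endothelial cells | input = 3,000 HUVEC seeded per well | medium = EGM-2 growth medium on 0.1% gelatin-coated wells | dosing = one compound dose added by pin transfer | signal = immunofluorescence imaging | read-out basis = % PE-positive cells | control set = TNF-alpha, DMSO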
# DENV2 CPE – DENV2-induced cell death inhibition. CPE inhibition, % at 9.99 µM. 350,000 compounds, 1.7% hits. DENV2-infected cells, cytopathic effect rescue, plate reader; in the data active = CPE inhibition above about 20%, passing the limit was not always enough; inconclusive = no clear call, values can overlap the other calls; tested in BHK-21 cells;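 also: 0% = median of neutral control wells and 100% = median of positive control wells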
# PglD inh – inhibitors of Campylobacter jejuni PglD acetyltransferase; AID 602405; purified PglD enzyme, DTNB colorimetric CoA detection; 360,000 compounds, 0.098% hits; inhibition, % at 12.5 µM; in the data active = inhibition above about 16%, passing the limit was not always enough; inconclusive = no clear call, values can overlap the other calls; also: strong numbers were not always called active
# C2C12 statin – suppressors of simvastatin-induced myotoxicity in C2C12 myotubes | ATP luminescence, 48 h; scaled: DMSO 0, geranylgeraniol control 100 | rescue of ATP level, % at 7.49 µM | 330,000 compounds, 0.78% hits;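 active = mean ATP rescue above about 67%, or every replicate alone reaching that limit, limit read from the data, passing the limit was not always enough; inconclusive = no clear call, values can overlap the other calls; inactive = mean under the limit and some replicate under it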;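 also: myotubes were challenged with 10 µM simvastatin during compound exposure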
# Numbers without * were called inactive; ? = inconclusive; · = no result given. Not all compounds are listed (hit frequency here may not be typical).
1: COc1ccc(/C=C2\Sc3ccc(C(=O)N4CCN(Cc5ccccc5)CC4)cc3N(C)C2=O)cc1OC
2: C[C@H]1CN([C@@H](C)CO)S(=O)(=O)c2ccc(C#CCN(C)C)cc2O[C@@H]1CN(C)Cc1ccccn1
3: Cc1ccc([C@H]2N[C@]3(CCCN(Cc4ccc(Cl)cc4)C3=O)[C@H]3C(=O)N(Cc4ccccc4)C(=O)[C@@H]23)cc1
4: COc1ccc(NC(=O)N(C)C[C@@H]2Oc3ccc(NC(=O)Nc4c(C)noc4C)cc3C(=O)N([C@H](C)CO)C[C@@H]2C)cc1
5: Cn1cc(-c2nnc(-c3ccccc3)o2)c2ccccc21
6: CCc1sc(C(=O)NCCc2ccc(S(N)(=O)=O)cc2)cc1C
7: CN1CCN(C2CCN(S(=O)(=O)c3ccc(C(C)(C)C)cc3)CC2)CC1
8: CN(C)c1ncnc2c1C(c1ccccc1)C(C)(C)O2 (configuration not stated)
compound no.	1	2	3	4	5	6	7	8
SIRT5 inh	2	2	0	·	·	-1	-2	-3
ERp5 inh	-3	0	4	·	·	2	5	11
S100A4 inh HTS	-2	17	0	·	·	-2	-3	7
E-sel inducer	·	0.0	-0.1	-0.5	0.2	0.1	0.0	0.8
DENV2 CPE	7	-1	?	6	·	4	-6	6
PglD inh	9	-1	1	1	-2	-2	-1	·
C2C12 statin	48	-7	29	21	-13	-28	-9	·

9: COc1ccc2sc(-c3ccccc3OC)c(C#CC(C)(C)O)c2c1
10: COc1cccc(OC)c1C(=O)N1CCN(c2ccccn2)CC1
11: CCNC(=O)Nc1ccc2c(c1)C(=O)N(C)[C@@H]1CC[C@H](CC(=O)NCCOC)O[C@@H]1CO2
12: C/C(=N\NS(=O)(=O)c1ccc(C(C)(C)C)cc1)c1ccccc1
13: CCCC#Cc1cnc2c(c1)C(=O)N([C@H](C)CO)C[C@@H](C)[C@H](CN(C)C(=O)Nc1cc(F)ccc1F)O2
14: CC(=O)N1CCN(C(=O)c2ccc(NS(=O)(=O)c3ccc4[nH]c(=O)[nH]c4c3)cc2)CC1
15: O=C(O)C[C@@H]1C[C@H]2c3cc(NC(=O)C4CCOCC4)ccc3O[C@H]2[C@@H](CO)O1
16: CCC(CC)C(=O)OCC(=O)Nc1ccc(S(=O)(=O)N2CCOCC2)cc1OC
compound no.	9	10	11	12	13	14	15	16
SIRT5 inh	·	-6	-5	-4	9	-2	-5	-6
ERp5 inh	2	1	-3	1	-6	-8	12	4
S100A4 inh HTS	-7	-11	0	-1	-10	-3	-8	1
E-sel inducer	0.1	·	0.1	·	0.0	0.0	0.3	·
DENV2 CPE	2	1	-3	4	-2	14	-1	·
PglD inh	2	8	4	-4	3	·	·	1
C2C12 statin	-12	-3	2	8	-3	·	·	3

# 2 compounds from above with just S100A4 inh HTS.
cpd | structure | S100A4 inh HTS
11 | CCNC(=O)Nc1ccc2c(c1)C(=O)N(C)[C@@H]1CC[C@H](CC(=O)NCCOC)O[C@@H]1CO2 | 0
15 | O=C(O)C[C@@H]1C[C@H]2c3cc(NC(=O)C4CCOCC4)ccc3O[C@H]2[C@@H](CO)O1 | -8

# Next part:
17: Cc1ccc(-c2ccc(C(=O)NCc3ccccc3)o2)c2ccccc12
18: COC(=O)c1c(C)[nH]c(C(=O)/C=C/c2ccc(C)cc2)c1C
19: Cc1ccc(C(=O)C2=C(O)C(=O)N(Cc3ccccc3)C2c2cccnc2)o1 (configuration not stated)
20: COC(=O)C1=C(C)N(c2ccc(C)c(C)c2)/C(=C/c2ccc(O)cc2)C1=O
21: O=C(NNc1ccc(-c2csnn2)cc1)c1ccccc1C(F)(F)F
22: COc1ccc2c3c(n(C)c2c1)[C@@H](CO)N(Cc1ccncc1)CC31CN(C(=O)Nc2cccc(F)c2)C1
23: CN(Cc1nc(Cc2ccccc2F)no1)[C@@H]1CS(=O)(=O)C[C@H]1O
24: O=C1c2ccccc2C(O)(c2ncc[nH]2)N1CCc1ccccc1 (configuration not stated)
compound no.	17	18	19	20	21	22	23	24
SIRT5 inh	-1	-4	1	-2	-5	0	-9	0
ERp5 inh	-6	4	6	-6	0	2	-1	0
S100A4 inh HTS	-4	2	-2	1	2	19	4	-2
E-sel inducer	0.0	1.3	·	2.9	0.1	0.3	-0.7	·
DENV2 CPE	·	3	6	-10	13	4	0	·
PglD inh	1	1	0	·	6	·	·	4
C2C12 statin	12	·	·	-13	0	·	-8	-6

25: COc1ccc(NC(=O)C2Cc3ccccc3O/C2=N\O)cc1 (configuration not stated)
26: CN1CCc2c(OCC(=O)N3CCCc4ccccc43)cccc2C1=O
27: C[C@H](CO)N1C[C@H](C)[C@@H](CN(C)S(=O)(=O)c2ccc(F)cc2)Oc2ccc(NC(=O)CCCN(C)C)cc2CC1=O
28: Cc1ccc([N+](=O)[O-])cc1N(CC(=O)N1CCCCC1)S(C)(=O)=O
29: CCCCN1C(=O)C(O)(CC(=O)c2ccco2)c2cc(Br)ccc21 (configuration not stated)
30: CCC(=O)N1[C@H](CN(C(C)C)S(C)(=O)=O)[C@H](c2ccccc2)[C@@H]1CO
31: CCOC(=O)[C@@H]1[C@H]2COc3ccccc3[C@@H]2N2C(=O)N(c3ccc(F)cc3)C(=O)[C@@]12C
32: COc1ccc(C2(CNC(=O)c3ccccc3[N+](=O)[O-])CCOCC2)cc1
compound no.	25	26	27	28	29	30	31	32
SIRT5 inh	-4	-2	-6	-2	-2	2	-3	1
ERp5 inh	-1	9	-1	6	-8	1	-2	-2
S100A4 inh HTS	-5	-3	-2	-3	-3	-9	0	0
E-sel inducer	0.0	2.2	-0.1	·	0.1	0.2	-0.1	·
DENV2 CPE	3	-2	9	1	-2	13	·	-9
PglD inh	0	·	3	·	-4	0	-5	-11
C2C12 statin	2	·	-13	·	3	-3	6	8

33: COc1ccc(-c2ccc(C#N)c(SCC(=O)NC3CC3)n2)cc1OC
34: O=C(Nc1ccc(F)cc1)Nc1ccccc1C(=O)NCCN1CCNC1=O
35: CCNC(=O)NC(=O)COC(=O)c1cccc(NS(=O)(=O)/C=C/c2ccccc2)c1
36: CSc1nc(NCCCO)c2c3c(sc2n1)CN(C)CC3
37: COCC#Cc1cnc2c(c1)C(=O)N([C@@H](C)CO)C[C@@H](C)[C@H](CN(C)C(=O)c1ccc3c(c1)OCO3)O2
38: CN(CC(=O)Nc1c(Cl)cccc1Cl)C(=O)CCC(=O)c1ccccc1
39: Cc1c(N=Cc2nc3ccccc3n2C)c(=O)n(-c2ccccc2)n1C
40: CCCCC/C=C/C1=CC(=O)C[C@H](c2ccc3c(c2)OCO3)C1
compound no.	33	34	35	36	37	38	39	40
SIRT5 inh	·	-3	-3	-33	-1	-4	-1	·
ERp5 inh	-14	5	6	4	-9	9	1	4
S100A4 inh HTS	-2	-15	-4	2	1	1	-2	3
E-sel inducer	0.3	·	0.0	·	-0.2	3.5	·	0.2
DENV2 CPE	0	-3	-1	0	6	-13	·	-1
PglD inh	·	-8	4	·	2	1	-1	0
C2C12 statin	·	·	-1	·	11	10	-3	19

41: C[C@@H]1CCCCO[C@@H](CN(C)CC2CC2)[C@H](C)CN([C@H](C)CO)C(=O)c2cc(NC(=O)Nc3ccc4c(c3)OCO4)ccc2O1
42: O=C(Nc1ccccc1)Nc1ccccc1NS(=O)(=O)c1cccs1
43: CS(=O)(=O)Nc1ccc2c(c1)[C@H]1C[C@H](CC(=O)NCc3cc(F)ccc3F)O[C@@H](CO)[C@H]1O2
44: COc1cc(/C=C/C(=O)OC[C@H]2O[C@H](OC3(CO)OC(CO)C(O)C3O)[C@H](O)[C@@H](O)[C@@H]2O)ccc1O (some centres not stated)
45: CNC(=S)N(C)/N=C1/C(=O)N(Cc2c(Cl)cccc2Cl)c2ccccc21
46: COc1ccc(S(=O)(=O)Nc2ccc3c(c2)C(=O)N([C@@H](C)CO)C[C@@H](C)[C@@H](CN(C)S(=O)(=O)c2cn(C)cn2)OCCCC[C@H](C)O3)cc1
47: C[C@H](O)C#Cc1ccc2c(c1)O[C@H](CN(C)C(=O)c1ccccc1)[C@H](C)CN([C@@H](C)CO)S2(=O)=O
48: Cc1ccc(C(=O)NCC(=O)NCC(c2cccs2)N2CCOCC2)cc1C (configuration not stated)
compound no.	41	42	43	44	45	46	47	48
SIRT5 inh	4	5	1	-1	-3	0	-3	1
ERp5 inh	-1	-1	1	2	1	6	-1	1
S100A4 inh HTS	6	-6	-7	1	-3	3	43	0
E-sel inducer	0.8	0.3	0.3	·	-0.3	-0.6	-0.4	·
DENV2 CPE	?	-1	0	6	?	16	-6	93*
PglD inh	1	·	2	3	-5	-2	-1	-4
C2C12 statin	·	4	2	10	-11	·	2	0

49: C[C@@H]1CCCCO[C@@H](CN(C)C(=O)NC2CCCCC2)[C@H](C)CN([C@@H](C)CO)C(=O)c2cc(NC(=O)Nc3ccccc3)ccc2O1
50: O=C(NCC1CC1)[C@@H]1[C@@H](CO)[C@@H]2Cn3c(cccc3=O)[C@@H]2N1C(=O)CC1CC1
51: Cc1c(/C=N/NC(=O)c2cccs2)c2ccccc2n1Cc1ccccc1Cl
52: O=c1c2ccccc2oc2cc(-c3ccc4[nH]ccc4c3)ccc12
compound no.	49	50	51	52
SIRT5 inh	6	2	-2	·
ERp5 inh	8	-2	-2	6
S100A4 inh HTS	1	-2	1	-5
E-sel inducer	0.5	0.2	0.8	1.8
DENV2 CPE	?	8	4	2
PglD inh	17	-1	-1	1
C2C12 statin	·	-8	-18	-33

# Molecules shown so far that contain fluorine:
13: CCCC#Cc1cnc2c(c1)C(=O)N([C@H](C)CO)C[C@@H](C)[C@H](CN(C)C(=O)Nc1cc(F)ccc1F)O2
21: O=C(NNc1ccc(-c2csnn2)cc1)c1ccccc1C(F)(F)F
22: COc1ccc2c3c(n(C)c2c1)[C@@H](CO)N(Cc1ccncc1)CC31CN(C(=O)Nc2cccc(F)c2)C1
23: CN(Cc1nc(Cc2ccccc2F)no1)[C@@H]1CS(=O)(=O)C[C@H]1O
27: C[C@H](CO)N1C[C@H](C)[C@@H](CN(C)S(=O)(=O)c2ccc(F)cc2)Oc2ccc(NC(=O)CCCN(C)C)cc2CC1=O
31: CCOC(=O)[C@@H]1[C@H]2COc3ccccc3[C@@H]2N2C(=O)N(c3ccc(F)cc3)C(=O)[C@@]12C
34: O=C(Nc1ccc(F)cc1)Nc1ccccc1C(=O)NCCN1CCNC1=O
43: CS(=O)(=O)Nc1ccc2c(c1)[C@H]1C[C@H](CC(=O)NCc3cc(F)ccc3F)O[C@@H](CO)[C@H]1O2
compound no.	13	21	22	23	27	31	34	43
SIRT5 inh	9	-5	0	-9	-6	-3	-3	1
ERp5 inh	-6	0	2	-1	-1	-2	5	1
S100A4 inh HTS	-10	2	19	4	-2	0	-15	-7
E-sel inducer	0.0	0.1	0.3	-0.7	-0.1	-0.1	·	0.3
DENV2 CPE	-2	13	4	0	9	·	-3	0
PglD inh	3	6	·	·	3	-5	-8	2
C2C12 statin	-3	0	·	-8	-13	6	·	2

# Assay outcomes (PubChem BioAssay)
